HUVEC tox IL1B – toxic to HUVEC cells under IL-1B stimulation | AID 845 | HUVEC cell count loss, Hoechst imaging, IL-1B stimulated | 94,000 tested, 0.41% active | cell count reduction, % at 2 µM;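 active = cell count reduction more than 3 SD above the screen-wide mean, cut at about 70% in these data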;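 note: normalized per plate to untreated control cells as the no-loss baseline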
MT1-MMP txn act – MT1-MMP promoter transcription activation. HT1080 MT1-MMP promoter luciferase reporter, luminescence, overnight; active compounds read high. activation factor at 10 µM. 86,000 tested, 0.16% active;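 active = activation factor of at least 2 for MT1-MMP transcription at 10 µM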
HUVEC tox TNFa – toxic to HUVEC cells under TNF alpha stimulation | HUVEC TNFalpha-stimulated, Hoechst cell count, imaging | cell count reduction, % at 2 µM | 93,000 tested, 0.17% active;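 active = cell count reduction exceeding the screen mean by over 5 SD, scaled to untreated wells per plate, cut at about 78% in these data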;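 note: cells counted after 24 h of TNF alpha exposure following the 1 h pretreatment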
VCAM1 TNFa inh – reduces TNF alpha induced VCAM1 expression in HUVEC | HUVEC TNFa-induced VCAM-1 immunofluorescence, high-content imaging | inhibition, % at 2 µM | 95,000 tested, 0.48% active | AID 802;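 active = inhibition above the batch mean plus 3 SD, with images confirmed as a hit by eye, cut at about 37% in these data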;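 note: 0% = TNF-stimulated DMSO wells and 100% = unstimulated control wells; not every result past the cut was called active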
DAT uptake mod – changed human dopamine transporter uptake under cocaine IC80; Q01959; LLC-PK1 hDAT cells, [14C]-dopamine uptake with cocaine IC80; actives deviate in either direction; B-score at 10 µM; 110,000 tested, 1.3% active; AID 449768;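 active = Z score or B-score, a plate-position-corrected score, falls beyond the plate's 99.7% confidence bounds, in either direction; inactive = both scores lie inside the 99.7% bounds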;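 note: scored against the spread of the other compound wells on the same plate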
PTPN22 inh 2 – LYP (human) phosphatase inhibition; inhibition, % at 2 µM; 96,000 tested, 0.21% active; recombinant LYP catalytic domain, DiFMUP fluorescence; AID 640;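 active = inhibition at 2 µM at or above a set limit, the screen mean plus 3 SD, cut at about 24% in these data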;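 note: 0% = DMSO with enzyme and 100% = enzyme fully blocked by orthovanadate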
Candida biofilm – kills Candida albicans biofilms. C. albicans biofilm + clotrimazole, Alamar Blue. inhibition, % at 6 µM. 85,000 tested, 0.14% active;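 active = inhibition above 20%; inactive = inhibition below 20%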;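 note: preformed 24 hr biofilms exposed to compound for 48 hr; 0% = biofilm without compound and 100% = blank killed by clotrimazole plus chlorhexidine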
Smad3 inh – Smad3 (human) transcription factor binding inhibition; P84022; TR-FRET Smad3/Dy647-FoxH1 peptide binding, europium anti-His; inhibition, % at 25 µM; 88,000 tested, 0.29% active;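 active = compounds that reduce the energy-transfer binding signal between the protein and its labelled peptide by more than half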;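 note: 0% = Smad3 plus labelled peptide maximal FRET and 100% = peptide-only background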
Target sequence (P84022 whole entry, looked up): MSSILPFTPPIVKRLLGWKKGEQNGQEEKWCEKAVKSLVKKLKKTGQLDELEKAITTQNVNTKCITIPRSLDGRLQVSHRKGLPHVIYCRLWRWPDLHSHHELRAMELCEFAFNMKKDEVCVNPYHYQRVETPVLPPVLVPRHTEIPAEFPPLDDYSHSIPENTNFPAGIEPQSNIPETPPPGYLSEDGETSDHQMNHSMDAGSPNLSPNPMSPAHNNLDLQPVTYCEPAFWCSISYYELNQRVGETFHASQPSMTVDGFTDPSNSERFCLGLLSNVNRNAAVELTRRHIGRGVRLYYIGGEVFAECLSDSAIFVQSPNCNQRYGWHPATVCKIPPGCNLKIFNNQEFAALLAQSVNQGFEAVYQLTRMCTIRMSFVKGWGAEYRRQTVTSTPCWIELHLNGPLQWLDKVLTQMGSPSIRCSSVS
cytoskel mod – alters cytoskeleton assembly in HUVEC cells; HUVEC TNFa F-actin phalloidin imaging, high content; inhibition, % at 2 µM; 91,000 tested, 0.18% active; AID 836;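 active = inhibition above the batch mean plus 3 SD and confirmed as a hit by visual image inspection, cut at about 30% in these data, passing the limit was not always enough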; note: strong numbers were not always called active
* hit, by the source's call; x = not tested or not shown; [ ] = another dose, or the depositor's remark.

SMILES | HUVEC tox IL1B | MT1-MMP txn act | HUVEC tox TNFa | VCAM1 TNFa inh | DAT uptake mod | PTPN22 inh 2 | Candida biofilm | Smad3 inh | cytoskel mod
COc1cccc(OCCSc2nc(N)cc(N)n2)c1 | 4 | 1.6 | -4 | -3 | 1.2 | 0 | -6 | 5 | x
CCOC(=O)CNC(=O)Cn1cnc2sc(C)c(S(=O)(=O)N3CCC(C)CC3)c2c1=O | 0 | 1.1 | x | 13 | -0.78 | -5 | x | x | -9
CC(NC(=O)COc1cc(=O)n(C)c2ccccc12)c1ccc2c(c1)OCCO2 (stereo unspecified) | -27 | 1.3 | -5 | -21 | 1.7* | 0 | -4 | 10 | -14
COc1ccc(CNc2nc(NCc3ccc(OC)cc3)n(S(C)(=O)=O)n2)cc1 | 10 | 1.1 | -10 | -1 | 0.13 | 5 | 5 | 8 | -7
O=C(Nc1ccccc1C(=O)NCc1cccnc1)c1ccco1 | -1 | 1.2 | -14 | -10 | -0.52 | -3 | 0 | -1 | 1
O=C(Nc1ccc2c(c1)nc1n2CCSC1)c1ccco1 | -14 | 0.5 | -2 | 16 | -1.2 | -14 | 1 | 44 | 1
CCOC(=O)/C=C1\CC(=O)Nc2nonc2N1 | 12 | 1.1 | 1 | -8 | -0.038 | 4 | -1 | 6 | -9
CC[N+]1(C)CCC(=C2c3ccccc3CC(=O)c3sccc32)CC1 (stereo unspecified) | 10 | 1.1 | 4 | 3 | 0.0012 | -4 | 5 | 4 | -10
CCOC(=O)c1sc(C)c2c(=O)n(CC)nnc12 | -31 | 0.9 | -8 | 9 | -0.33 | -5 | -3 | 5 | 3
O=c1c2c(C(F)(F)F)cc(C(F)(F)F)nc2[nH]n1-c1ccccc1 | 9 | 1 | 6 | -4 | -2.4 | 3 | -4 | -1 | x
COc1ccccc1NC(=O)COc1ccc(/C=N/n2cnnc2)cc1OC | -16 | 1 | 18 | 20 | -0.81 | -12 | 8 | 7 | 30
CCN1CCN(C2=C(Cl)C(=O)N(Cc3ccccc3)C2=O)CC1 | -26 | 1 | -15 | 6 | x | -1 | -4 | -2 | 5
Cc1cc(C)c(O)c(-c2cc(C(=O)NCc3ccccc3)[nH]n2)c1 | -22 | 1.1 | 16 | -22 | -0.48 | -3 | 0 | -14 | -3
Cc1cccc(C)c1NC(=O)Cn1c(=O)n(CCCC(=O)NCc2ccco2)c(=O)c2sccc21 | 8 | 1.3 | 6 | -2 | -0.39 | -3 | 6 | 7[fluorescence artefact?] | -9
Cc1c(NC(=O)CSc2ccc3c(c2)OCCO3)c(=O)n(-c2ccccc2)n1C | 12 | 1.1 | -25 | 19 | -0.2 | -3 | 8 | 0 | 11
CCN(CCCNC(=O)CN(C)S(=O)(=O)c1cccc2nsnc12)c1cccc(C)c1 | -4 | 1.1 | -20 | -5 | 0.95 | -10 | -1 | 11 | 16
Cn1c(SCC(=O)N2CCCCCC2)nc2c([nH]c3ccccc32)c1=O | 6 | 1.6 | -36 | 11 | -0.53 | -3 | -2 | 6 | 17
O=C(COc1cccc(-n2cnnn2)c1)Nc1ccccc1 | -1 | 1.2 | -10 | 3 | 1.1 | 0 | 3 | 4 | 12
Fc1cccc(NCc2ccoc2)c1 | -10 | 1.1 | -11 | 8 | -0.0075 | -12 | 5 | 7 | 2
C/C(=N/NC(=O)c1ccc(NC(=O)c2ccc(F)cc2)cc1)c1ccccc1 | x | x | 13 | -7 | 0.47 | 7 | x | x | -18
CCOc1ccc2[nH]c(=O)c(CN(Cc3ccc(F)cc3)C(=O)N3CCCC3)cc2c1 | -11 | 1.2 | 2 | 2 | 0.86 | -6 | 11 | 3 | 3
O=C(CCC(=O)OCCCC(F)(F)C(F)(F)F)Nc1ccc(Cl)cc1Cl | -8 | 1.2 | -20 | -20 | 1.8 | -2 | 1 | 9 | -3
CCSC1=N/C(=C\c2ccc(C(=O)O)cc2)C(=O)S1 | 10 | 1.2 | -4 | 5 | 1.5 | -3 | 1 | -3 | 14
CC1=Nc2ccccc2/C1=C\c1nc(-c2ccc(F)cc2)oc1O | 13 | 1 | -11 | 6 | -0.54 | 2 | 0 | -2 | 7
CCC(C)[C@H](NC(=O)NC1CC1)C(=O)O (stereo partly specified) | 5 | 1 | -2 | 6 | 0.64 | 2 | 3 | 8[fluorescence artefact?] | x
SMILES | HUVEC tox IL1B | MT1-MMP txn act | HUVEC tox TNFa | VCAM1 TNFa inh | DAT uptake mod | PTPN22 inh 2 | Candida biofilm | Smad3 inh | cytoskel mod
O=C(NCCCc1ccccc1)c1cccs1 | 21 | x | -13 | 10 | -0.59 | 3 | x | x | -28
Cn1c(-c2ccccc2)cc2c3no[n+]([O-])c3ccc21 | -16 | 1.1 | -15 | -22 | 0.82 | 6 | 7 | 1 | 11
CCN(CC)C(=O)C1CCCN(c2ccc([N+](=O)[O-])cc2/C=N/NC(=O)c2cccc(O)c2)C1 (stereo unspecified) | -6 | x | -11 | -6 | 0.21 | -3 | x | x | 9
Cn1c(=O)n(C)c2cc(S(=O)(=O)NCCO)ccc21 | 8 | 1.3 | -23 | 28 | -0.019 | 5 | 8 | -5 | 8
CCN(CC)P(=O)(/C(Cl)=C\Nc1c(C)n(C)n(-c2ccccc2)c1=O)N(CC)CC | 14 | 1 | 7 | -13 | 0.77 | 9 | 4 | -5 | -1
CC(C)OC(=O)CSc1nc2cccnc2n1C1CCCCC1 | -10 | 0.9 | -18 | 2 | 0.097 | -9 | 0 | 2 | 10
CCCCn1nnc(NC(=O)c2ccco2)n1 | -20 | 1.2 | -10 | 11 | -0.66 | -11 | 10 | 6 | -8
O=C(COc1ccccc1)NCCSc1ccccc1 | -34 | 1.5 | 17 | -17 | 0.71 | -2 | 9 | 14 | -14
CN(C)CCCN1C(=O)CSC1c1ccccc1 (stereo unspecified) | -24 | 1.1 | -9 | 7 | 0.0072 | -6 | -12 | -20 | -6
Cn1cccc1Cc1nnc(SCC(=O)N2CCCCCC2)n1CCc1ccccc1 | 0 | 1 | -1 | 3 | -0.29 | -4 | 1 | 4 | 8
COc1ccc(S(=O)(=O)N2CCCC(C(=O)Nc3cccnc3)C2)cc1Cl (stereo unspecified) | 27 | 1 | -10 | 10 | 2.1 | -12 | x | 3 | 3
NC(=O)C1CCN(C(=O)CSCc2ccccc2Cl)CC1 | -19 | 1.4 | x | x | -0.43 | -1 | 7 | -10 | -28
CCCCc1nnc(NC(=O)C(C)Sc2nc(N)cc(=O)[nH]2)s1 (stereo unspecified) | 8 | 1 | 11 | 2 | -1.4 | -13 | 6 | 20 | x
COn1c(SCC(=O)N(C)C)nc2ccccc2c1=O | 9 | 1.1 | -24 | 4 | 0.6 | -31 | 4 | 13 | 17
CCOC(=O)N1CCc2c(sc3c2C(=O)NC(c2ccccc2)N3)C1 (stereo unspecified) | -11 | 0.9 | -25 | 9 | x | 7 | -5 | -5 | 2
Cc1nc2nc(SCC(N)=O)[nH]c2cc1Br | -28 | 1.1 | -2 | -2 | 0.63 | -1 | 4 | 6 | -4
O=C(COc1nsnc1N1CCOCC1)N1CCOCC1 | 16 | 1.2 | -53 | -1 | -0.16 | 8 | -7 | -14 | 32
O=C1CCCCCN1Cc1ccccc1 | 9 | 1.1 | 32 | -8 | -1.9 | 5 | 2 | -24 | x
O=C(CSc1ncnc2c(-c3ccc(Cl)cc3)nsc12)c1ccccc1 | -11 | x | -12 | 21 | 0.65 | -11 | x | x | -15
CC(C)[C@H](NC(=O)C1(c2ccccc2)CCN(C(=O)OC(C)(C)C)CC1)C(=O)O | -16 | 1 | -16 | -2 | 0.51 | -18 | 6 | 2 | 0
CC(C)CCN1CC(O)=C(c2nc(-c3ccc(Cl)cc3)cs2)C1=N | 19 | 1 | 8 | 0 | -0.1 | 0 | -1 | -44 | -19
CC(C)Sc1nc(SCC(=O)NCc2ccco2)c2c3c(sc2n1)COC(C)(C)C3 | x | 1.2 | x | x | 1.4 | x | 3 | -2 | x
COc1ccc(NC(=O)C2CCN(c3nc(C)cc(C)n3)CC2)cc1 | -3 | 1.3 | -25 | 1 | 0.39 | -5 | 4 | 4 | -4
CC(C)COC(=O)c1ccc2c(c1O)C(=O)c1ccccc1C2=O | 8 | 0.9 | -39 | 2 | -0.11 | 3 | 4 | -14 | x
CCCCNC(=O)NS(=O)(=O)c1ccc(C(=O)OC(C)C)o1 | -31 | 1 | -27 | 9 | -0.31 | -11 | -6 | -8 | -41
SMILES | HUVEC tox IL1B | MT1-MMP txn act | HUVEC tox TNFa | VCAM1 TNFa inh | DAT uptake mod | PTPN22 inh 2 | Candida biofilm | Smad3 inh | cytoskel mod
CCn1c(=O)cc(OCC(=O)NCCCN2CCC(C)CC2)c2ccccc21 | -17 | x | -32 | 15 | 1.1 | -9 | 9 | 1 | 10
N#Cc1c(NC(=O)CSc2ncn[nH]2)sc2c1CCCC2 | 19 | x | -7 | -25 | 3 | 6 | -1 | 1 | -18
CC1CCN(C(=O)CN2C(=O)C(=O)c3ccccc32)CC1 | 19 | 0.9 | -16 | -4 | -1.9 | 1 | 5 | -9 | 21
O=C(NC1CC1)C1=NOC(CNc2ncc(C(F)(F)F)cc2Cl)C1 (stereo unspecified) | 4 | 1 | -9 | 15 | 0.96 | 6 | 3 | -1 | 0
COc1ccc(C(=O)Nc2ccc(S(=O)(=O)N3CCCC3)cc2)c(OC)c1 | -96 | 1.1 | -6 | 1 | 1.9 | 6 | 6 | 10 | -10
CCCS(=O)(=O)N1CCN(C(=O)c2cccs2)CC1 | 0 | 1.1 | -19 | 13 | -0.3 | 0 | 5 | -9[fluorescence artefact?] | 4
COc1ccc(NC(=O)C2CCCO2)cc1OC (stereo unspecified) | 9 | 1.2 | -2 | 19 | -0.016 | -4 | 3 | 72* | 3
CCOC(=O)c1cc(C)n(Cc2ccccc2)c1C | -29 | 1.2 | -54 | 14 | 0.4 | -6 | 5 | -13 | 36
COCCNc1nc2c(c(=O)n(C)c(=O)n2C)n1Cc1cccc(C(F)(F)F)c1 | -32 | 1 | -27 | 4 | 0.078 | -1 | 9 | -26 | 3
CCN(CC)c1nc(-c2ccccc2)cc(C(F)(F)F)c1C#N | -30 | x | -7 | 10 | -1.1 | -5 | x | x | -23

Screening data as filed in PubChem BioAssay.

An excerpt; the hit share may differ from the screen's.
